Assay outcomes: PubChem BioAssay, Sanford-Burnham Center for Chemical Genomics
tim23-1 inh = growth inhibitors of tim23-1 mutant yeast; S. cerevisiae tim23-1 growth, BacTiter-Glo luminescence, 24 h; inhibition, % at 20 µM; 330,000 tested, 1.3% active;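 active = growth inhibition of the mutant yeast at or above 50%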;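 also: temperature-sensitive mutant grown at 25 °C; plate controls were DMSO-treated mutant yeast for no effect and medium wells lacking yeast for full effect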
XBP1 UPR activ = activators of adaptive arm of unfolded protein response (XBP1). activation, % at 20 µM. 330,000 tested, 0.33% active. CHO-XBP1 luciferase reporter, IRE1-XBP1 UPR activation, luminescence; percent of tunicamycin response, DMSO as zero;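 active = versus positive control, 20 µM dose yields 30% or more activation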;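 also: 100% = tunicamycin at 10 µg/mL and 0% = DMSO only wells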
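assay system = CHO-XBP1 luciferase reporter cells | amount = 1000 cells/well | buffer or medium = F12 plus 10% FBS | compound dosing = single point, 20 µM final compound, 1% DMSO | incubation = 16-18 h cell attachment at 37 °C, then 6 h compound exposure | detection = Steady-Glo luminescence read | controls = tunicamycin 10 µg/mL and vehicle-only wells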
Mdm2 MdmX PPI = disrupts the human Mdm2-MdmX interaction. O15151+Q00987. SaOS-2 split-luciferase Mdm2/MdmX complementation, luminescence. inhibition, % at 8 µM. 330,000 tested, 3% active;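 active = inhibition of at least 50% at 8 µM in the primary screen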
Target sequence (O15151 whole entry, looked up): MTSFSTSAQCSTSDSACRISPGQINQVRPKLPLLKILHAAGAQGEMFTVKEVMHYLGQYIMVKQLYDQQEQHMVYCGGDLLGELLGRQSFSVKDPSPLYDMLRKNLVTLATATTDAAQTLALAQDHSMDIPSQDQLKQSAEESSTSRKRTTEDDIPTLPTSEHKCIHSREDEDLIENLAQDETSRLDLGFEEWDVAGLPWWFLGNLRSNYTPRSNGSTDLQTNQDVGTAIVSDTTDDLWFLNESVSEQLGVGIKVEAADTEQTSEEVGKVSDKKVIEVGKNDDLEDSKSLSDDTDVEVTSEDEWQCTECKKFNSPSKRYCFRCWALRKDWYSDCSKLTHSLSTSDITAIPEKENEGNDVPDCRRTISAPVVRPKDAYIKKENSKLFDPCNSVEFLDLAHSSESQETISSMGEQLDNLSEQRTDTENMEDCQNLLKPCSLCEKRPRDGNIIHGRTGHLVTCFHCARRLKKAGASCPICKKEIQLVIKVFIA
Target sequence (Q00987 whole entry, looked up): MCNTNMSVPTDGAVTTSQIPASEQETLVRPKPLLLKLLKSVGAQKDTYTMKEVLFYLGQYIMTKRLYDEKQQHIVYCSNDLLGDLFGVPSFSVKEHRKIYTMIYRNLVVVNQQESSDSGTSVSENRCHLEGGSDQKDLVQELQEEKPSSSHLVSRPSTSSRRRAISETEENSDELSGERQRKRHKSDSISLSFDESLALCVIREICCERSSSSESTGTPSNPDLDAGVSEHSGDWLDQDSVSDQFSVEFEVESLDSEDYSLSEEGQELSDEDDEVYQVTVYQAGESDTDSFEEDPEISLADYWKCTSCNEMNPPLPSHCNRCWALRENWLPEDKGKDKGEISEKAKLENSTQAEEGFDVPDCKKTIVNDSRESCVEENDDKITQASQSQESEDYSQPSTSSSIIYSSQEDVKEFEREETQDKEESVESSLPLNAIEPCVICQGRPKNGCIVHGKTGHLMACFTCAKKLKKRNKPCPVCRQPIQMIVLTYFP
tim10-1 inh = inhibits growth of tim10-1 mutant yeast. inhibition, % at 20 µM. S. cerevisiae tim10-1 ts strain growth, BacTiter-Glo, 24 h. 330,000 tested, 2.2% active;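 active = inhibition of at least 40%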;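 also: mutant grown at 25 °C; 0% = DMSO wells with yeast and 100% = wells holding no yeast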
697 NFkB inh = lowers PMA/ionomycin-induced NF-kB signal in 697 B cells. 697 B-cell NF-kB luciferase reporter, 16 h. inhibition, % at 4 µM. 330,000 tested, 0.33% active; in the data active = inhibition above about 35%
Jurkat NFkB inh = inhibitors of the PMA/ionomycin-induced NF-kB reporter in Jurkat cells; PMA/ionomycin-induced NF-kB luciferase reporter, luminescence; inhibition, % at 4 µM; 330,000 tested, 0.53% active; AID 435003; in the data active = inhibition above about 50%
UPR CHOP act = activators of apoptotic arm of unfolded protein response (CHOP); CHO-CHOP luciferase reporter, UPR activation, luminescence; percent of tunicamycin response over DMSO baseline; activation, % at 10 µM; 330,000 tested, 0.34% active;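 active = at 10 µM dose, activation of 40% or more, normalized to positive control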;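 also: 100% = tunicamycin at 10 µg/mL and 0% = DMSO alone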
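System: CHO CHOP reporter cells. Amount: 500 cells per well. Buffer or medium: F12 medium, 10% FBS. Compound dosing: one dose, 10 µM in 0.5% DMSO. Incubation: 6 h compound exposure at 37 °C after overnight seeding. Technique: Steady-Glo luciferase luminescence. Benchmarks: tunicamycin and DMSO controls.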
TIM10 inh = inhibits growth of TIM10 yeast strain; S. cerevisiae TIM10 strain growth, BacTiter-Glo luminescence, 24 h; inhibition, % at 10 µM; 330,000 tested, 1.4% active; AID 463195;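 active = inhibition of 40% or more at the single tested concentration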;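 also: wild-type TIM10 isogenic control strain grown at permissive 25 °C; 0% = DMSO yeast wells and 100% = minimal medium wells without yeast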
An asterisk follows results filed as active; . = not tested or not shown.

Compound,tim23-1 inh,XBP1 UPR activ,Mdm2 MdmX PPI,tim10-1 inh,697 NFkB inh,Jurkat NFkB inh,UPR CHOP act,TIM10 inh
CC(C)(C)OC(=O)[C@H](Cc1ccccc1)NC(=O)c1nc[nH]c1C(=O)NC1CCNCC1,11.3,-0.6,19.7,5.1,7.0,2.8,3.1,8.7
CCN1/C(=C\C=C(C(C)=O)C(C)=O)Sc2ccccc21,8.3,1.5,3.6,6.6,8.0,0.2,-2.0,20.2
CCOc1ccc2[nH]c(=O)c(CN(Cc3ccco3)C(=O)c3cccc(F)c3)cc2c1,-10.8,-4.8,30.7,17.9,20.2,7.3,-1.7,8.2
O=C(N/N=C/c1ccc([N+](=O)[O-])o1)c1cc2ccccc2o1,39.7,-1.9,15.0,58.8*,15.8,21.9,3.5,45.1*
CC1CCN(CCCNC(=O)C2CCN(S(=O)(=O)N3CCC4(CC3)OCCO4)CC2)CC1,8.3,-3.3,-9.3,-7.5,-19.4,9.3,-0.5,4.1
Cc1ccc(N(C(C)C(=O)Nc2ccc(S(=O)(=O)N3CCOCC3)cc2)S(C)(=O)=O)cc1C (stereo unspecified),-1.0,-2.2,13.5,-5.9,9.7,-7.0,-0.8,-6.9
COc1ccc(CCN2CC(C(=O)Nc3cc(F)ccc3F)CC2=O)cc1OC (stereo unspecified),-1.9,-1.0,0.7,-2.6,-6.7,14.7,0.5,-2.3
Cc1ccc(C2CC(=O)N(c3ccc(F)cc3)C3=C2C(=O)CCC3)cc1 (stereo unspecified),30.1,0.3,-3.4,35.1,-16.6,-18.3,-1.5,-2.5
C[C@@H]1COC(=O)[C@@H](NC(=O)OCC2c3ccccc3-c3ccccc32)C/C=C\C[C@@H](CC(=O)N(CCO)Cc2ccccc2)C(=O)N1,14.4,1.9,0.8,3.2,5.3,18.7,0.7,-4.1
COc1ccccc1NC(=O)c1ccccc1Oc1ccccc1,25.7,-4.5,15.3,2.2,9.0,4.3,2.7,5.6
CC(=O)c1c(C)nc(C)nc1NC(=O)Cc1ccccc1,14.1,-1.1,5.4,-2.3,-22.9,-7.6,1.5,-14.2
COc1cc(CC(NC(C)=O)C(=O)NC2CCN(C(=O)Nc3ccccc3Cl)CC2)cc(OC)c1 (stereo unspecified),-10.4,-3.5,20.8,10.5,5.2,-9.0,-0.5,3.1
Cc1ccc(CN2CC(C(=O)Nc3ccc(S(=O)(=O)Nc4cc(C)nc(C)n4)cc3)CC2=O)cc1 (stereo unspecified),-6.4,3.3,17.0,-2.3,11.9,2.8,-0.4,8.9
CC(=O)c1ccc(NC(=O)Nc2ccc3c(c2)N(C)C(=O)CS3)cc1,-3.1,2.6,69.0*,-1.3,9.9,-9.6,3.9,3.1
CCOC(=O)N/N=C\c1cccc(OC)c1OC/C=C/c1ccccc1,42.9,-9.1,2.8,19.0,5.6,8.5,1.3,26.0
COC(=O)CN1C(=O)COc2ccc(S(=O)(=O)N3CCCCCC3)cc21,7.3,-2.2,8.9,3.5,11.1,10.5,0.8,-4.8
COc1ccc(C)cc1S(=O)(=O)NC(C)C(=O)NC1CC1 (stereo unspecified),8.7,-3.7,-7.1,15.4,-34.3,-14.1,0.1,9.5
CCOC(=O)Cc1nnc(NC(=O)c2ccccc2OCC)s1,31.8,5.6,4.5,33.8,8.2,11.6,-0.6,15.9
C[C@H]1CC[C@@]2(O[C@H](CCO)C[C@H](O)[C@H]2O)O1,8.2,-1.2,-5.4,-4.4,14.5,6.2,0.9,-2.3
Cc1ccc(C)c(NC(=O)c2ccccc2C(=O)c2ccccc2)c1,33.8,-4.0,19.8,23.4,9.4,-15.4,0.8,40.7*

(continued)
Compound,tim23-1 inh,XBP1 UPR activ,Mdm2 MdmX PPI,tim10-1 inh,697 NFkB inh,Jurkat NFkB inh,UPR CHOP act,TIM10 inh
COc1ccc(NC(=O)CN(C)C(=O)C2CC(=O)N(c3cccc4ccccc34)C2)cc1 (stereo unspecified),10.5,-2.6,20.6,7.0,21.7,10.4,-0.7,1.5
COCC(=O)N1CCCC(C(=O)c2ccc(Oc3ccccc3)cc2)C1 (stereo unspecified),34.8,-2.0,21.6,8.4,-3.8,6.9,1.1,20.6
Cc1cc(=O)oc2cc(NC(=O)c3ccccc3Cl)ccc12,15.2,1.9,-75.0,11.8,-74.6,-133.8,5.8,-3.5
O=C(CC1NCCc2ccccc21)Nc1ccc(Oc2ccccc2)cc1 (stereo unspecified),8.0,0.9,8.4,35.4,-33.9,-24.5,0.5,15.6
COc1ccc(S(=O)(=O)N2CCC(C(=O)NCCc3ccccc3)CC2)cc1,-0.4,-2.8,1.4,7.9,-4.6,-6.0,2.2,1.1
COCCN1C(=O)N[C@@H](c2cccc(F)c2)C(C(C)=O)=C1C,17.2,-3.7,18.0,12.1,-4.5,-9.8,-0.2,3.7
O=C(N/N=C1\C/C(=N\NC(=O)c2ccncc2)c2ccccc21)c1ccncc1,22.1,-2.8,-0.5,0.9,-22.6,-6.1,-2.5,31.6
C=C(C)c1cccc(C(C)(C)NC(=O)N2CCN(CC(N)=O)CC2)c1,1.8,2.9,15.9,-10.2,-1.9,0.1,1.5,-6.8
O=C(O)C1=C[C@H](c2ccc(Br)cc2)C[C@H](OCCCCO)O1,-1.0,-0.8,18.9,0.8,16.5,5.0,-0.2,9.9
Cc1ccc(C(=O)NCCc2nnc3ccc(SCC(=O)N4CCCC4)nn23)cc1,-8.5,-2.1,32.9,-12.8,17.8,-3.0,1.6,-1.4
O=C(Cc1ccc([N+](=O)[O-])cc1)Nc1cccc(C(=O)N2CCOCC2)c1,-1.0,-2.4,14.2,-2.9,13.4,-15.3,1.4,-5.0
COc1ccc2c(-c3ccccc3)cc(=O)[nH]c2c1,10.2,6.0,9.2,22.1,9.1,1.0,0.8,8.8
O=C1[C@H]2CCC=C[C@H]2[C@H](c2cccc(Br)c2)N1Cc1ccccc1,58.3*,1.2,-4.2,31.3,0.2,.,2.8,37.2
Cc1noc(C)c1S(=O)(=O)Nc1ccc2c(c1)C(=O)N([C@H](C)CO)C[C@@H](C)[C@@H](CN(C)Cc1ccc3c(c1)OCO3)O2,13.1,1.3,10.0,4.8,-5.6,6.9,0.2,2.7
CN=c1scc(-c2cc(OC)ccc2OC)n1/N=C/c1c(C)[nH]c2ccccc12,16.5,5.0,20.3,46.0*,-18.0,-10.3,1.3,24.6
Cc1cc(Cl)ccc1OCCCC(=O)Nc1ccc(S(=O)(=O)Nc2ncccn2)cc1,4.2,-3.5,-5.6,-7.0,10.7,17.7,-0.4,10.0
CC(=O)c1cccc(CN2CCC(CO)(Cc3ccccc3)CC2)c1,11.2,-3.6,16.6,1.8,3.2,6.2,0.4,-1.0
Cn1c(SCc2c(F)cccc2Cl)nc2c(c1=O)SCC2,-1.5,-3.8,19.2,17.2,6.5,2.6,0.6,-0.1
Cc1cccc(C)c1NC(=O)CN1CCCC1,5.0,4.5,-0.6,-12.0,10.9,5.4,2.4,6.2
O=C(O)c1ccccc1Sc1ncnc2sc3c(c12)CCC3,5.7,-0.1,8.6,4.4,-1.5,20.8,0.1,8.8

(further entries)
Order of values: tim23-1 inh | XBP1 UPR activ | Mdm2 MdmX PPI | tim10-1 inh | 697 NFkB inh | Jurkat NFkB inh | UPR CHOP act | TIM10 inh
- N#Cc1cc2sc3nnc(-c4ccncc4)n3c2cc1C#N
    -8.9 | -0.4 | 11.3 | 9.1 | 8.4 | -9.2 | 1.1 | -15.4
- CCC(CC)NC(=O)Cn1c(C(C)NC(C)=O)nc2ccccc21 (stereo unspecified)
    16.8 | -2.2 | 7.0 | 13.0 | 3.9 | 3.4 | 1.6 | 5.6
- Cc1nc(-c2ccc(S(=O)(=O)N3CCCN(CCc4ccccc4)CC3)s2)cs1
    17.9 | -2.7 | 7.8 | 20.5 | -36.0 | 2.6 | -1.8 | 18.1
- O=[N+]([O-])c1ccccc1NC1CCN(Cc2ccccc2)CC1
    2.0 | 0.7 | 2.8 | -5.6 | -6.6 | -9.7 | 0.3 | -23.1
- Cc1ccc(-n2c(=O)[nH]cc(C(=O)Nc3ccc4c(c3)OCCO4)c2=O)cc1C
    26.9 | 3.6 | -1.0 | 29.3 | -32.1 | 4.4 | 3.1 | 20.3
- CCOc1cc(CNc2ccc(S(N)(=O)=O)cc2)ccc1OCC(=O)NC(C)(C)C
    6.7 | -3.5 | -12.4 | 10.7 | 7.2 | -15.3 | -1.3 | 0.6
- Cn1c(C(=O)c2ccccc2[N+](=O)[O-])nc2ccccc21
    -0.8 | -7.2 | 3.0 | -7.7 | 3.3 | -5.0 | -0.3 | -24.7
- COc1cccc(CC(NC(C)=O)C(=O)NC2CCN(C(=O)Nc3ccc(C)cc3)CC2)c1 (stereo unspecified)
    7.6 | 0.2 | 1.0 | -2.8 | 11.8 | 6.8 | 1.2 | 6.6
- COc1ccccc1C(=O)C1CCCN(C(=O)c2ccco2)C1 (stereo unspecified)
    1.7 | 0.5 | 23.7 | 22.0 | -2.6 | -2.9 | 0.1 | -7.5
- CCN(CC)CCOC(=O)c1c(C)oc2ccc(O)cc12
    14.6 | 2.5 | -3.3 | 0.6 | 11.3 | -20.4 | -3.5 | -8.9
- O=C(CCc1ccccc1)Nc1ccc(N2CCOCC2)c(Cl)c1
    28.1 | 5.3 | 3.9 | 15.7 | 16.5 | -10.7 | -0.7 | 2.0
- COc1ccccc1CNC(=O)c1ccc(NS(C)(=O)=O)cc1
    -11.0 | 1.1 | 10.8 | -18.1 | 9.8 | 6.4 | -0.3 | -12.2
- Cc1ccc(OCC(=O)Nc2ccc3c(c2)OCO3)c(C)c1
    19.0 | 0.4 | 11.2 | 35.4 | -12.0 | -65.4 | 1.0 | -5.4
- COc1ccccc1C(=O)NCCC(=O)N1CCCCCCC1
    13.8 | -0.5 | 33.2 | 16.1 | -2.9 | 1.7 | 0.1 | 9.7
- N#Cc1ccc(C(=O)OCC(=O)N2CCOCC2)cc1
    5.9 | -2.0 | -11.9 | 5.2 | 15.2 | -2.6 | 1.3 | 11.0
- CC(C)OC(=O)c1cccc(C(=O)Nc2cccc(NC(=O)c3cccc(C(=O)OC(C)C)n3)n2)n1
    5.6 | -0.8 | 43.1 | 12.4 | 6.2 | 31.8 | 1.0 | 11.3

Exported as labelled records: entries from further up.
COc1ccccc1CNC(=O)c1ccc(NS(C)(=O)=O)cc1
  tim23-1 inh: -11.0
  XBP1 UPR activ: 1.1
  Mdm2 MdmX PPI: 10.8
  tim10-1 inh: -18.1
  697 NFkB inh: 9.8
  Jurkat NFkB inh: 6.4
  UPR CHOP act: -0.3
  TIM10 inh: -12.2

CC(C)OC(=O)c1cccc(C(=O)Nc2cccc(NC(=O)c3cccc(C(=O)OC(C)C)n3)n2)n1
  tim23-1 inh: 5.6
  XBP1 UPR activ: -0.8
  Mdm2 MdmX PPI: 43.1
  tim10-1 inh: 12.4
  697 NFkB inh: 6.2
  Jurkat NFkB inh: 31.8
  UPR CHOP act: 1.0
  TIM10 inh: 11.3

COc1ccccc1C(=O)NCCC(=O)N1CCCCCCC1
  tim23-1 inh: 13.8
  XBP1 UPR activ: -0.5
  Mdm2 MdmX PPI: 33.2
  tim10-1 inh: 16.1
  697 NFkB inh: -2.9
  Jurkat NFkB inh: 1.7
  UPR CHOP act: 0.1
  TIM10 inh: 9.7

COc1ccccc1C(=O)C1CCCN(C(=O)c2ccco2)C1 (stereo unspecified)
  tim23-1 inh: 1.7
  XBP1 UPR activ: 0.5
  Mdm2 MdmX PPI: 23.7
  tim10-1 inh: 22.0
  697 NFkB inh: -2.6
  Jurkat NFkB inh: -2.9
  UPR CHOP act: 0.1
  TIM10 inh: -7.5
